# Bioassay records deposited in PubChem by several laboratories.
# EP2 antag: human EP2 receptor antagonists, primary screen, TR-FRET cAMP, C6 glioma cells. Prostaglandin E2 receptor EP2 subtype (Homo sapiens), P43116. C6 glioma cells expressing human EP2; cells stimulated with saturating PGE2. inhibition, % at 25 µM. 0.52% of 260,000 active. AID 1422, 2008;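 active = percent inhibition above 40 after rounding to a whole number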;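 note: rat C6 glioma host cells with rolipram phosphodiesterase inhibitor present; the protocol text gives 20 µM as final concentration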
# 14-3-3 Bad inh: inhibitors of 14-3-3 zeta/Bad binding, primary screen, biochemical, TR-FRET, bovine 14-3-3 zeta; 14-3-3 protein zeta/delta (Bos taurus), P63103; TR-FRET 14-3-3zeta/Dy647-pBad peptide displacement, 1 h; inhibition, % at 21.7 µM; 0.71% of 220,000 active; AID 781, 2007;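 active = inhibition above about 70%, limit read from the data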;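 note: 0% = full 14-3-3 plus peptide FRET controls and 100% = background without 14-3-3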
# L929 necroptosis: inhibitors of zVAD-triggered necroptosis, primary screen, L929 cells; L929 zVAD necroptosis rescue, ATP luminescence, 24 h; with zVAD 60 µM; viability rescue, % at 10 µM; 0.38% of 220,000 active;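 active = activation, scaled between plate controls, above about 75%, limit read from the data; inactive = activation under that limit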;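 note: 0% = zVAD with DMSO and 100% = DMSO alone without zVAD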
# Tb hexokinase: Trypanosoma brucei hexokinase 1 inhibitors, primary screen, biochemical, G6PDH-coupled NADH absorbance, MLSCN library; recombinant TbHK1, G6PDH-coupled NADH A340; inhibition, % at 10 µM; 0.11% of 220,000 active; AID 1430, 2008;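 active = inhibition of 50% or more in the single-dose primary screen; inactive = inhibition below 50%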
# Hck-Nef inh: inhibitors of Nef-activated human Hck kinase, primary screen, biochemical, Z-Lyte FRET, 384-well, Hck-YEEI | Tyrosine-protein kinase HCK (Homo sapiens), P08631 | Recombinant Hck-YEEI plus Nef, Z-Lyte FRET kinase assay | inhibition, % at 20 µM | 0.68% of 220,000 active | AID 463187, 2010;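 active = Hck-Nef kinase inhibition above about 50%, limit read from the data; inactive = inhibition below that limit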;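 note: 0% = DMSO with Hck plus Nef and 100% = Hck alone without Nef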
# Rad51 HR inh: human RAD51 strand exchange inhibitors, primary screen, biochemical, fluorescence; hRad51 DNA strand exchange, fluorescence dequenching; inhibition, % at 10 µM; 0.085% of 200,000 active;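 active = inhibition above 40% at the single screening dose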;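 note: 0% = DMSO control wells and 100% = blanks with heterologous ssDNA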
#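 System: human Rad51 nucleoprotein filaments preassembled on unlabelled ssDNA. Reagent: labelled 47-mer dsDNA for strand exchange. Schedule: 30-min compound preincubation and 15-min exchange, both room temperature. Measured by: FRET fluorescence dequenching, excitation 485 nm, emission 520 nm. Read-out: Fluorescence-based percent inhibition, control- and blank-normalised. Benchmarks: plate controls and plate blanks.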
# EP2 mod: EP2 receptor modulators, cAMP readout, primary screen, cell-based, HTRF cAMP, PGE2 stimulation; EP2-expressing cells, cAMP HTRF FRET, PGE2 co-stimulation; AID 940, 2007; Prostaglandin E2 receptor EP2 subtype (Homo sapiens), P43116; induction, % at 25 µM; 0.83% of 260,000 active;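 active = compounds whose cAMP rise, as percent of the full-agonist control response, exceeds 60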;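 note: rat C6 glioma line stably carrying human EP2 under a CMV promoter; the protocol text gives 20 µM as final concentration; 100% = response of wells given 1 µM PGE2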
# eIF4E-4G inh: eIF4E–eIF4G protein interaction inhibitors, primary screen, biochemical, uHTS, TR-FRET, eIF4GI fragment | TR-FRET eIF4E-eIF4GI(517-606) binding, 2 h | inhibition, % at 21.7 µM | 0.37% of 220,000 active | Eukaryotic translation initiation factor 4E (Mus musculus) + Eukaryotic translation … | AID 782, 2007;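 active = inhibition above about 30%, limit read from the data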;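 note: 0% = full FRET control wells and 100% = background wells lacking eIF4GI fragment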
# Target sequence (P63073 whole entry, looked up, the tested form may be a part): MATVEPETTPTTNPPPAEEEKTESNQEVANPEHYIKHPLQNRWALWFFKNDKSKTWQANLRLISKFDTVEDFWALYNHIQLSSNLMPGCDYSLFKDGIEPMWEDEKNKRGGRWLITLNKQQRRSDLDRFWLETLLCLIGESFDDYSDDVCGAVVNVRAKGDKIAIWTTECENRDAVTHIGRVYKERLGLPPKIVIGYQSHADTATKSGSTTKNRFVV
# Target sequence (Q04637 whole entry, looked up, the tested form may be a part): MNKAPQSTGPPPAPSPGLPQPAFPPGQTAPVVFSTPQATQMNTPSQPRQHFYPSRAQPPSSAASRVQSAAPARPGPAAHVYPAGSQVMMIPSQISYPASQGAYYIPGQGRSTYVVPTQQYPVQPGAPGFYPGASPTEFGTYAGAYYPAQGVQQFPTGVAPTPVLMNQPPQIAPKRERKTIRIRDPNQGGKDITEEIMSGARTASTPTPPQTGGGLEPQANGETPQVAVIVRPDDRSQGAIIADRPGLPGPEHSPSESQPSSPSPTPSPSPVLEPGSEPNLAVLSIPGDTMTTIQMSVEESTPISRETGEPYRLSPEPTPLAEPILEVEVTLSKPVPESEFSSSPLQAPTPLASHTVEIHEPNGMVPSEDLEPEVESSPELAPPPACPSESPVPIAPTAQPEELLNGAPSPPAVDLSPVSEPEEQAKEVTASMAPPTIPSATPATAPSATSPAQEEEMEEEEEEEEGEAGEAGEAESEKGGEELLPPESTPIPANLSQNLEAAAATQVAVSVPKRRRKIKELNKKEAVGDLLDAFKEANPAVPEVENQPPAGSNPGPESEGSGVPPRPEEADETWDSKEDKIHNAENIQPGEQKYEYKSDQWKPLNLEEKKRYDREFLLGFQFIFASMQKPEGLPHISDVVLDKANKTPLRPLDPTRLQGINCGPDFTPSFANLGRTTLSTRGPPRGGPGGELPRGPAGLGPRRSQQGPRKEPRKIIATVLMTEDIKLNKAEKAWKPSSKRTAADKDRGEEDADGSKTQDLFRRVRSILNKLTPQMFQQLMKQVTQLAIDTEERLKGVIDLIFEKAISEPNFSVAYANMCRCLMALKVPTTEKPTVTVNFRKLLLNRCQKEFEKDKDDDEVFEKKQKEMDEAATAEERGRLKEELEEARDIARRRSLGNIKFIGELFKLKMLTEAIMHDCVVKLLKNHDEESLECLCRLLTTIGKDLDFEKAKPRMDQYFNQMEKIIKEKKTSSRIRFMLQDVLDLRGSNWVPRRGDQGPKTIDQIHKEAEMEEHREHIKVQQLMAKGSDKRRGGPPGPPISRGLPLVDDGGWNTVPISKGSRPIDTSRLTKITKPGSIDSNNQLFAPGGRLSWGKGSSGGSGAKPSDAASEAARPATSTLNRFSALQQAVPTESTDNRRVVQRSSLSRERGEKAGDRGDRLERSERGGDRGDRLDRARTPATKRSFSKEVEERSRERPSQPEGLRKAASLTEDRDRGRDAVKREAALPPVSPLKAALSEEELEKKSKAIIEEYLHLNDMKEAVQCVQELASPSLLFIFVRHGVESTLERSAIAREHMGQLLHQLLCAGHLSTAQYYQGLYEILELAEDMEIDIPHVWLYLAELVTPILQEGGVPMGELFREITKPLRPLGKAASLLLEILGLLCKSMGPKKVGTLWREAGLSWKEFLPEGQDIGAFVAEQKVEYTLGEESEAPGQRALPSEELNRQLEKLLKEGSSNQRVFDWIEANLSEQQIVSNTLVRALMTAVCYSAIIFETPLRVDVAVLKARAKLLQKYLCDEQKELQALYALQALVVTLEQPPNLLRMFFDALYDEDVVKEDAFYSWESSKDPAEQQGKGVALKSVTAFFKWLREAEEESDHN
# Calpain2 inh: inhibitors of pig calpain II, primary screen, biochemical, fluorogenic peptide substrate, 1536-well; purified calpain II, 30 min; inhibition, % at 16 µM; 0.37% of 220,000 active;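 active = inhibition above about 50%, limit read from the data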
# * hit, by the source's call; . = not tested or not shown; & = joins results of further samples; [ ] = dose if it differs, or a comment. A portion of the library, so the mix of outcomes need not match the whole.
smiles	EP2 antag	14-3-3 Bad inh	L929 necroptosis	Tb hexokinase	Hck-Nef inh	Rad51 HR inh	EP2 mod	eIF4E-4G inh	Calpain2 inh
CCOC(=O)C1=C(C)N(CC(C)C)C(=O)/C1=C\c1ccc(OCC(=O)Nc2ccccc2)cc1	1	-1	0.1	-16	3	0	19	-15[fluorescence artefact?]	12
Cn1c(SCC(=O)OC2CCCCC2)nnc1-c1ccco1	17&8	2	-0.1	7	16	8	-5&6	-3	-17
CC(=O)N(CCCc1ccc(C(C)(C)C)cc1)CCCN(C)C	7	3	-0.4	1	0	4	-35	-4[fluorescence artefact?]	-47
Brc1ccccc1-c1nnc(-c2cccnc2)o1	12	-3	0.2	-1	0	2	25	-4	-11
CCOc1ccc2c(c1)C(C)=CC(C)(C)N2S(=O)(=O)c1ccc(C)cc1	9	7	-3.0	15	13	-9	46	2	28
CC(N=c1ccccn1C(=O)Nc1ccc(F)cc1)c1ccco1 (stereo not drawn)	11	12	-0.1	25	3	1	-8	1	10
N#Cc1ccc(OCC(=O)N2CCN(S(=O)(=O)c3cccs3)CC2)cc1	10	4	-0.4	-3	1	0	-16	-6[fluorescence artefact?]	-4
Cc1ccc(NC(=O)/C=C/c2ccc3c(c2)OCO3)cc1S(=O)(=O)N1CCOCC1	10	2	.	-11	4	10	-14	6[fluorescence artefact?]	-28
Cc1cc(C)c(C)c(S(=O)(=O)N2C(=S)NC(=O)C2CC(C)C)c1C (stereo not drawn)	10	-4	-0.6	1	-4	5	1	6[fluorescence artefact?]	-5
CCOc1ccc(OCC)c(NC(=O)C2CCCN(S(=O)(=O)c3cccs3)C2)c1 (stereo not drawn)	7	2	-0.2	15	2	-13	-11	2	22
CC(=O)NC1=NN(C(C)=O)C2(CCCCC2)S1	7	10	1.1	5	12	3	-19	-1	-3
COc1ccc(C)cc1-n1cnnn1	13	-3	1.9	-1	7	0	7	1	24
Cn1c(CCNC(=O)c2ccco2)nc2cc(NS(=O)(=O)c3ccc(Cl)cc3)ccc21	4	-6[fluorescence artefact?]	0.0	5	0	1	-24	-1	-24
COc1ccc(OC)c(-c2cc(C(=O)Nc3c(C)nn(Cc4ccc(Cl)cc4)c3C)no2)c1	.	10	1.4	-23	3	.	-27	4	11
CN(C)c1nc(N)nc(Nc2ccccc2C#N)n1	8	-2[fluorescence artefact?]	2.1	3	2	-2	11	3	-18
Cc1c(N=C2SCC(=O)N2/N=C/c2ccccc2Cl)c(=O)n(-c2ccccc2)n1C	14	-8	-1.4	-22	17	8	10	-6	28
COc1ccc(Cl)cc1NC(=S)N(Cc1cccnc1)Cc1ccco1	3	-8	-0.4	3	22	-5	-19	-3	1
C/C(=N\OCc1ccccc1C#N)c1cc2ccccc2o1	2	-1	0.1	-5	27	-1	-3	3	15
COc1ccc(/C(C)=N/NC(=O)c2ccc(CSc3nncn3C)cc2)cc1	1	1	0.1	-14	2	.	-19	1	18
Cn1cc(-c2ccccc2C(N)=O)c(=O)c2cc(Cl)ccc21	2	7	0.6	-10	16	9	3	3	-44
Cc1cc(=O)oc(C)c1C(=O)Nc1ccc2ncccc2c1	2	-6	0.4	-10	1	-34	10	5	1
CC(C)OC(=O)c1ccc(NC(=O)CSc2nc3ncccc3[nH]2)cc1	6	-5	-0.2	-4	20	-5	-71	-2	-5
O=C1c2oc3ccccc3c(=O)c2C(c2ccc(O)cc2)N1c1nccs1 (stereo not drawn)	9	1	1.4	-4	-33	2	5	2	-14
COc1ccccc1NC(=O)c1ccc(SCC(=O)NCc2ccccc2Cl)c([N+](=O)[O-])c1	2	-9	1.0	-1	2	.	-82	5	-27
CCOC(=O)C(C)Sc1nnc(NC(=O)c2ccc(C)c([N+](=O)[O-])c2)s1 (stereo not drawn)	8	-2	0.6	-11	1	8	25	-7	-3
O=C(NCCN1CCOCC1)c1cccc(Cl)c1	7	16[fluorescence artefact?]	-1.0	18	-6	-10	18	-2[fluorescence artefact?]	-10
Cc1cc(CN2CCCC(CO)(Cc3cccc(Cl)c3)C2)n[nH]1 (stereo not drawn)	2	8	-0.4	-9	2	.	-12	0	21
O=C(O)c1ccc(COc2ccc3c(c2)CCC3)cc1	2	2	1.2	-3	5	-2	-24	2	17
C=CCNC(=O)COC(=O)c1nc2nccc(C)n2n1	-1	6	1.7	1	20	9	5	2	4
S=C(NC1CCCC1)N1CCN(C/C=C/c2ccccc2)CC1	12	-6	3.1	-6	-12	11	-42	2	-1
Cc1cc(C(=O)NNC(=S)NCC(C)C)cs1	3	-5	0.3	-5	3	-1	-8	3	12
Cc1cccc(C(=O)OC(C)CN2CCOCC2)c1 (stereo not drawn)	4	-7	-1.0	0	23	6	-5	5	-20
O=S(=O)(c1ccc2c(c1)OCCO2)N1CCN(Cc2ccccc2)CC1	11	.	1.3	4	-5	5	-38	.	12
CCOC(=O)c1c(-c2cccc([N+](=O)[O-])c2)csc1NC(=O)CCCOc1ccccc1	9	5[fluorescence artefact?]	0.3	11	5	3	20	76*	-2
NC(=O)c1cc(C(=O)c2ccc(Cl)cc2)c[nH]1	5	-8	63	-3	4	-135	5	1	-4
CCCCC(=O)Nc1ccc2oc(-c3cccnc3)nc2c1	18	.	2.1	-14	1	9	.	.	.
Cc1ccc(-c2c[n+](Cc3ccc(Cl)c(Cl)c3)c3n2CCC3)cc1	8	-1	0.0	10	-1	-1	-8	1[fluorescence artefact?]	-11
Cc1ccc(NC(=O)Cn2nc(C)c3ccccc3c2=O)cc1	8	-19	3.2	-1	1	-3	26	4[fluorescence artefact?]	18
CC(=O)Nc1ccc2c(c1)n(C)c(=O)n2C	13	-4	-0.5	0	-9	9	15	0[fluorescence artefact?]	-56
CC(CC(=O)Nc1ccc(S(=O)(=O)N2CCOCC2)cc1)c1ccccc1 (stereo not drawn)	5	9	0.0	-15	8	3	-22	0	-28
CCOC(=O)c1sc2nc(SC)nc(-c3ccc(Cl)cc3)c2c1N	3	3[fluorescence artefact?]	0.3	0	2	-3	5	0[fluorescence artefact?]	-86
Cc1ccc(-c2csc(=S)n2CC(=O)OCC(=O)NC(C)C(C)C)cc1 (stereo not drawn)	8	27	0.4	0	1	4	-25	3	-21
O=C(CN(c1cccc(C(F)(F)F)c1)S(=O)(=O)c1ccccc1)N1CCOCC1	13	4	1.7	-4	-5	1	35	-1	-18
c1ccc(CCNc2ccc3nncn3n2)cc1	12	3[fluorescence artefact?]	0.3	0	-3	-4	24	6	-9
O=C(Cn1nnc(-c2ccccc2Cl)n1)N1CCN(S(=O)(=O)c2ccc(Cl)cc2)CC1	7	-10[fluorescence artefact?]	-0.1	2	1	1	10	7	-5
O=C(NC(=O)c1ccccc1)NC(=O)c1ccccc1	9	7	1.2	0	1	.	16	0[fluorescence artefact?]	8
O=C(CN1CCCCCC1)Nc1ccc(Br)cc1Br	9	-10	1.2	7	5	-9	28	-2	-23
CCCCNC(=O)Cc1cc(=O)[nH]c(=O)[nH]1	10	-3	-0.1	4	8	1	-7	-1	14
CN1CCN(CC(O)COCc2ccc3c(c2)OCO3)CC1 (stereo not drawn)	8	52[fluorescence artefact?]	0.4	6	-1	7	0	7	-6
CCn1c(CSc2nnc(-c3cccnc3)n2-c2ccccc2C)nc2cc(C(=O)O)ccc21	.	45	0.8	-1	-1	.	3	3	11

# The results go on.
smiles	EP2 antag	14-3-3 Bad inh	L929 necroptosis	Tb hexokinase	Hck-Nef inh	Rad51 HR inh	EP2 mod	eIF4E-4G inh	Calpain2 inh
COc1ccc(C(=O)OCC(=O)Nc2ccc(OC(F)F)cc2)c(OC)c1	0	-8	-0.8	-6	5	-3	-10	1	28
Cc1cc(/C=N/Nc2ncnc(N)c2[N+](=O)[O-])c(C)n1-c1ccccc1	2	-12	-0.5	-4	28	10	-8	-8	-20
CCOC(=O)c1c(NC(=O)CSc2n[nH]c(CNc3ccccc3)n2)sc(C)c1C	6	-7	-0.8	1	-5	-1	53	0	-29
Cc1ccc(N2C(=O)c3ccc(C(=O)O)cc3C2=O)c(C)c1	2	-3	-1.0	-3	-1	-3	13	3[fluorescence artefact?]	21
COc1cc(-c2noc(-c3ccccc3C(=O)NCc3ccco3)n2)cc(OC)c1OC	13	-10	-0.1	2	0	11	-15	-3	13
COC(C/C=C/C(=O)COCc1ccccc1)OC	10	-4	-0.2	4	25	1	-17	-2	-7
O=C(O)Cc1sc(Nc2ccccc2)nc1-c1ccc(Cl)cc1	5	14	-0.1	6	7	-6	-32	5	10
O=C(Nc1cnccn1)Nc1ccccc1Cl	5	-20	79*	-7	25	-18	-5	2	-18
CC1CCCN(c2ccc(C(=O)Nc3nnc(C4CC4)s3)cc2[N+](=O)[O-])C1 (stereo not drawn)	14	-6	1.0	0	3	7	16	3[fluorescence artefact?]	13
Cc1cc(C)cc(C(=O)/C=C2\NC(=O)CS2)c1	17	-9	0.1	-38	1	-11	-4	-2	-12

# For convenience, part of the list above:
smiles	EP2 antag	14-3-3 Bad inh	L929 necroptosis	Tb hexokinase	Hck-Nef inh	Rad51 HR inh	EP2 mod	eIF4E-4G inh	Calpain2 inh
CC1CCCN(c2ccc(C(=O)Nc3nnc(C4CC4)s3)cc2[N+](=O)[O-])C1 (stereo not drawn)	14	-6	1.0	0	3	7	16	3[fluorescence artefact?]	13
Cc1cc(C)cc(C(=O)/C=C2\NC(=O)CS2)c1	17	-9	0.1	-38	1	-11	-4	-2	-12

# The list goes on:
smiles	EP2 antag	14-3-3 Bad inh	L929 necroptosis	Tb hexokinase	Hck-Nef inh	Rad51 HR inh	EP2 mod	eIF4E-4G inh	Calpain2 inh
CN(CC(O)CN)CC(O)CN1CCCCC1 (stereo not drawn)	12	45	-0.1	-3	1	.	10	1	9
CC(NC(=O)C(C(=O)c1cccc([N+](=O)[O-])c1)n1cc(Cl)ccc1=O)c1ccccc1 (stereo not drawn)	7	-17	0.0	34	5	6	27	4	-5
Cc1cccc(NC(=S)NCCc2ccccn2)c1	9	-5	-0.5	-3	5	13	2	9	22
CCCc1cc(=O)oc2cc3oc(C)c(C)c3cc12	.	13	1.7	-2	-1	.	26	2[fluorescence artefact?]	-25
COc1ccccc1C1NC(c2ccccc2OC)C(C)C(=O)C1C (stereo not drawn)	9	6	-1.4	-9	-1	2	15	-9	42
Cc1ccc(CN2CCN(Cc3cn(C(C)C)c4ccccc34)CC2CCO)o1 (stereo not drawn)	11	3	-1.8	1	21	1	17	-2	1
COC(=O)c1ccc(C)c(NC(=O)CCSc2ccc(Cl)cc2)c1	.	22	-0.1	-1	1	.	-37	3[fluorescence artefact?]	24
COc1ccc(CC(=O)Nc2nc(-c3cccnc3)cs2)cc1	4	4	47	-13	2	-5	8	-3	8
CC1(C)Cc2c(c(-c3ccco3)nc3n[nH]c(N)c23)CO1	21	5[fluorescence artefact?]	0.3	-26	6	0	-18	2[fluorescence artefact?]	0
Cn1c(SCc2nc(-c3ccc(Cl)cc3)no2)nnc1-c1cccs1	10	-4	-1.2	-2	-18	0	-28	-5[fluorescence artefact?]	11
